# HSF1 inhib = HSF1 inhibition; NIH3T3-HGL HSE-luciferase, MG132-induced, luminescence 8 h; active compounds read low; activity change, negative = inhibition, % at 7.5 µM (by protocol); actives 0.77% (n = 300,000); AID 2098;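 active = more than half of replicate wells show activity change below -50%, luminescence cut by over half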;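 also: luciferase reports HSF-1 transcriptional activity via heat shock element; 0% = median of DMSO wells and -100% = zero luminescence signal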
# KLF5 inh = kruppel-like factor 5 inhibition; DLD-1 KLF5 promoter-luciferase reporter, luminescence; inhibition, % at 5 µM; actives 0.23% (n = 290,000); AID 1700;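 active = inhibition above a per-plate limit of that plate's mean compound inhibition plus 3 SD, cut at about 60% in these data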;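 also: 0% = DMSO wells and 100% = LY294002 at 200 µM; higher means less KLF5 promoter-driven luciferase light; inactives centre near -14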
# GSK3B inh = inhibitors of human GSK3beta kinase; P49841; GST-GSK3beta kinase, ADP-Glo luminescence, 60 min; active compounds read low; activity score (negative = inhibition), % at 10 µM; actives 0.038% (n = 300,000); AID 2097;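 active = more than half of replicate wells score below -50%, meaning over 50% inhibition versus plate controls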;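 also: 0% = median DMSO wells and -100% = median GW8510 positive control wells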
# Target sequence (P49841 whole entry, looked up): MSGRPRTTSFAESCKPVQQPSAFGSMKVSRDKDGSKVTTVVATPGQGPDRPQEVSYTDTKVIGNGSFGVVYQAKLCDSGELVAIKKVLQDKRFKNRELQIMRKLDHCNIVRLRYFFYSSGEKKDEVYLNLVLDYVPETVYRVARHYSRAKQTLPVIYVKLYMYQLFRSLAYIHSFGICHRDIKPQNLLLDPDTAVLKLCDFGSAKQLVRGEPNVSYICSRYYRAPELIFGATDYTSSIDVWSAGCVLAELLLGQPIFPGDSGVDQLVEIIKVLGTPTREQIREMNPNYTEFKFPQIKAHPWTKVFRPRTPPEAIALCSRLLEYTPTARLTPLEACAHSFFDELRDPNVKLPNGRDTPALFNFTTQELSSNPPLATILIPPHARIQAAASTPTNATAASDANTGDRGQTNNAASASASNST
#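 Test system – GST-tagged human GSK3beta kinase, cell-free · Incubation – 60 min enzyme reaction, room temperature · Signal – ADP-Glo luminescence · Also added – peptide substrate and ATP at 25 µM · Controls – DMSO neutral wells and GW8510 at 20 µM as positive · Buffer or medium – Tris/MgCl2 kinase buffer · Measure – Luminescence-derived activity versus plate DMSO and GW8510 wells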
# PolyA inhibitor = inhibitors of polyadenylation in S. cerevisiae; S. cerevisiae SKY197-pL101 polyadenylation reporter, beta-gal luminescence; efflux-impaired pdr1/pdr3 knockout yeast; score 100 = 6 SD above DMSO; calls only at 12 µM; actives 0.02% (n = 300,000); AID 1875;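 active = lowest replicate activity score at least 50, where 100 means six control SD above control mean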;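 also: yeast exposed to compound for 9 h at 30 °C; higher score means more reporter readthrough which indicates perturbed polyadenylation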
# AI-2 QS mod = modulators of Vibrio harveyi AI-2 quorum sensing system. Vibrio harveyi JMH597 AI-2 luminescence/OD600 ratio, 9 h; active compounds read low; strain lacks LuxN and CqsS sensors; 0 = neutral-control median. activity change, % at 7.5 µM. actives 0.4% (n = 300,000); in the data active = activity change below about -75%, passing the limit was not always enough;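 also: luminescence divided by OD600 gain over 9 h not by final OD600 alone; inactives centre near 13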
# IEC-6 cytotox = counter-screen for KLF5 inhibitors: cytotoxicity in IEC-6 cells | inhibition, % at 5 µM | actives 0.78% (n = 290,000) | IEC-6 cytotoxicity, luminescence viability; in the data active = inhibition above about 22%;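 also: 0% = plate median of test compound wells and 100% = cytotoxic reference compound wells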
# HSF-1 act = increases HSF-1 driven luciferase reporter signal; activation, % at 9 µM; actives 1.7% (n = 300,000); NIH3T3-HGL HSF-1 luciferase reporter, MG132, 8 h; 100% = twice DMSO control signal; AID 504408;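 active = mean replicate activation of at least 50% with a set share of replicates each reaching 50%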;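 also: 0% = median of the neutral control wells and 100% = twice that signal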
# aSyn 5UTR inh = 5' untranslated region of α-synuclein, MLPCN primary screen | inhibition, % (tested at 7.5 µM) | actives 0.82% (n = 300,000) | AID 1813 | alpha-synuclein 5'UTR reporter, inhibitor activity; in the data active = inhibition above about 60%;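 also: H4 neuroglioblastoma cells stably carrying SNCA 5'UTR luciferase fusion; 0% = DMSO wells and 100% = positive control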
# GSK3A inh = human GSK-3 alpha kinase inhibition; P49840; ADP-Glo luminescence, 60 min; actives 0.1% (n = 320,000); inhibition, % at 10 µM; AID 2650;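 in the data active = inhibition above about 50%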;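 also: GST-tagged GSK-3 alpha with peptide substrate and 25 µM ATP; 0% = DMSO neutral wells and 100% = GW8510 positive control wells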
# HSP90 inh = HSP90 refolding inhibition in rabbit reticulocyte lysate. luciferase refolding luminescence, 3 h. AID 1789. actives 0.91% (n = 290,000). inhibition, % at 5.6 µM;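 active = inhibition above the screen-wide mean plus 3 SD, computed separately per campaign, cut at about 16% in these data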;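 also: 0% = DMSO wells and 100% = 60 µM geldanamycin wells; inhibitors lower the luminescence because luciferase stays unfolded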
# * marks the source's active call; other numbers are inactive results; i = inactive; · = no result given.
# Every second line gives: HSP90 inh	AI-2 QS mod	KLF5 inh	PolyA inhibitor	HSF-1 act	HSF1 inhib	aSyn 5UTR inh	IEC-6 cytotox	GSK3B inh	GSK3A inh
1) O=C(Cc1cccs1)Nc1ccccn1
→ -1.9	6.9	-61.4	i	-6.8	1.3	-23.4	-4.7	-2.6	-0.3
2) CSc1ccc(Cc2ccc(Cl)cc2Cl)nn1
→ 1.9	19.7	-41.4	i	2.5	5.0	-53.5	0.3	4.3	-3.3
3) CC(=O)Nc1ccc(S(=O)(=O)N2CCN(CCCOc3cc(C)ccc3C)CC2)cc1
→ -2.0	-4.7	-18.6	i	2.4	1.2	26.3	-4.2	1.1	-4.1
4) COc1cc(OC)c(NC(=O)Cn2cnc3sc(C)c(S(=O)(=O)N4CCOCC4)c3c2=O)cc1Cl
→ -4.6	2.4	-24.6	i	24.6	-1.2	18.1	9.0	1.8	1.8
5) Cc1ccc(NC(=O)CSCC(=O)N2CCOCC2)cc1
→ -2.6	9.0	0.1	i	-0.3	-9.2	4.7	-3.5	-0.9	0.3
6) CS(=O)(=O)N(CC(=O)Nc1ccccc1Sc1ccccc1)C1CCCCC1
→ 5.0	18.1	-15.4	i	-0.3	2.4	-3.5	-0.5	-3.2	-1.6
7) COc1cc(C(C)=O)ccc1Oc1cc(NN2CCCCC2)c([N+](=O)[O-])cc1[N+](=O)[O-]
→ -4.5	6.2	-1.1	i	4.5	-4.9	25.2	-4.8	1.1	-0.9
8) CCNc1nc(CN2CCCCC2)nc2scc(-c3ccccc3)c12
→ 1.6	10.5	-4.6	i	·	·	-10.6	-2.1	2.2	-0.9
9) O=S(=O)(c1ccc(NC(=S)NCCC(c2ccccc2)c2ccccc2)cc1)N1CCOCC1
→ -0.9	34.8	-11.2	i	10.9	4.8	18.9	9.6	2.7	-2.8
10) NNC(=O)c1ccc(CSc2cccc3cccnc23)cc1
→ 2.6	-8.4	-9.8	i	20.5	3.1	-51.4	0.1	-1.3	-2.1
11) COc1ccc(Cc2n[nH]c(=O)c3ccccc23)cc1OC
→ 1.0	19.2	-8.2	i	0.5	4.5	-9.6	6.4	-1.2	-3.0
12) O=C(Nc1cccnc1)c1cc(-c2ccc(Cl)cc2)on1
→ -3.0	13.7	-26.6	i	21.2	17.9	-56.2	-12.7	6.5	-1.0
13) COc1ccc(OC)c(CNC(=O)Cc2c(C(=O)O)[nH]c3ccccc23)c1
→ 0.0	7.7	-21.1	i	20.3	-5.4	4.9	-4.4	4.1	-4.2
14) CC(NCCOc1ccccc1F)C(=O)Nc1ccc(S(N)(=O)=O)cc1 (stereo unspecified)
→ -2.8	11.1	-19.7	i	-1.9	-3.4	-0.7	-1.6	7.5	-1.9
15) CCOCCCn1c(=N)c(C(=O)NCCN2CCOCC2)cc2c(=O)n3cccc(C)c3nc21
→ 0.7	·	4.2	·	·	·	·	3.9	·	2.2

# Given tab-delimited: 2 of the compounds above
item	SMILES	HSP90 inh	AI-2 QS mod	KLF5 inh	PolyA inhibitor	HSF-1 act	HSF1 inhib	aSyn 5UTR inh	IEC-6 cytotox	GSK3B inh	GSK3A inh
11	COc1ccc(Cc2n[nH]c(=O)c3ccccc23)cc1OC	1.0	19.2	-8.2	i	0.5	4.5	-9.6	6.4	-1.2	-3.0
2	CSc1ccc(Cc2ccc(Cl)cc2Cl)nn1	1.9	19.7	-41.4	i	2.5	5.0	-53.5	0.3	4.3	-3.3

# Record cards (already shown). Values in the order: HSP90 inh	AI-2 QS mod	KLF5 inh	PolyA inhibitor	HSF-1 act	HSF1 inhib	aSyn 5UTR inh	IEC-6 cytotox	GSK3B inh	GSK3A inh
# COc1cc(OC)c(NC(=O)Cn2cnc3sc(C)c(S(=O)(=O)N4CCOCC4)c3c2=O)cc1Cl in the list: -4.6	2.4	-24.6	i	24.6	-1.2	18.1	9.0	1.8	1.8
# CS(=O)(=O)N(CC(=O)Nc1ccccc1Sc1ccccc1)C1CCCCC1 in the list: 5.0	18.1	-15.4	i	-0.3	2.4	-3.5	-0.5	-3.2	-1.6

# Continuation.
# Every second line gives: HSP90 inh	AI-2 QS mod	KLF5 inh	PolyA inhibitor	HSF-1 act	HSF1 inhib	aSyn 5UTR inh	IEC-6 cytotox	GSK3B inh	GSK3A inh
16) CC(C)c1ccc2[nH]c3c(c2c1)[C@@H]1CCN2C(=O)CCC[C@H](C3)[C@H]12
→ -2.4	22.4	-87.0	i	8.9	12.8	-92.6	5.3	2.1	-2.0
17) O=[N+]([O-])c1cccc(-n2nnnc2CNCc2ccccc2)c1
→ -0.7	2.0	-12.8	i	11.3	0.1	13.7	0.9	0.1	-2.0
18) COc1ccc(NC(=O)CN2C(=O)c3ccccc3Sc3ccc(C(=O)N4CCOCC4)cc32)c(OC)c1
→ 0.1	8.9	-2.6	i	-7.9	3.5	35.8	6.6	2.1	2.9
19) CC(=O)c1c(C)[nH]c(C(=O)OCC(=O)NCCC(C)C)c1C
→ -6.9	28.3	-6.0	i	-1.0	-6.5	10.5	5.2	0.8	-0.7
20) COc1cc(CNCCc2c[nH]c3ccccc23)ccc1OCc1ccccc1F
→ 1.1	1.1	-6.4	i	-9.9	5.3	-24.2	3.4	-7.1	6.9
21) CC(C)(C)NCCOc1ccc2ccccc2c1
→ 3.2	30.1	-3.7	i	21.3	6.8	-20.6	-0.4	-2.4	-1.0
22) CS(=O)(=O)N(Cc1ccc(Cl)cc1)c1ccc(C(=O)N/N=C/c2cc3ccccc3nc2Cl)cc1
→ 4.1	22.0	-23.7	i	21.9	-0.5	11.4	0.3	-1.0	-0.1
23) COc1ccc(C(=O)Nc2nnc(CCS(=O)(=O)c3ccc(C)cc3)s2)cc1
→ -4.9	21.0	-2.8	i	-0.1	-5.4	-35.0	-3.1	0.7	-1.0
24) Cc1cc(C)n2c(SCC(=O)Nc3ccc(F)cc3)nnc2n1
→ 7.1	16.9	-9.3	i	16.3	-13.8	-9.9	2.9	1.1	-1.2
25) CCN1CCN(C(=O)CN(CCc2ccccc2)S(C)(=O)=O)CC1
→ 2.5	-5.1	3.6	i	7.3	-13.8	-3.6	-3.1	-1.0	-3.8
26) CCc1nn(CC(=O)NCc2cccnc2)c(=O)c2cc3occc3n12
→ -0.3	11.9	-22.9	i	8.6	0.5	9.1	-1.7	-1.3	3.2
27) NC(=O)C1CCN(C(=O)c2ccc3nc(N4CCCCC4)sc3c2)CC1
→ 3.3	7.9	-123.4	i	28.5	22.7	-102.5	0.6	1.2	-3.4

# 2 entries from above, field by field.
26. CCc1nn(CC(=O)NCc2cccnc2)c(=O)c2cc3occc3n12
  HSP90 inh = -0.3	AI-2 QS mod = 11.9	KLF5 inh = -22.9	PolyA inhibitor = i	HSF-1 act = 8.6	HSF1 inhib = 0.5	aSyn 5UTR inh = 9.1	IEC-6 cytotox = -1.7	GSK3B inh = -1.3	GSK3A inh = 3.2
3. CC(=O)Nc1ccc(S(=O)(=O)N2CCN(CCCOc3cc(C)ccc3C)CC2)cc1
  HSP90 inh = -2.0	AI-2 QS mod = -4.7	KLF5 inh = -18.6	PolyA inhibitor = i	HSF-1 act = 2.4	HSF1 inhib = 1.2	aSyn 5UTR inh = 26.3	IEC-6 cytotox = -4.2	GSK3B inh = 1.1	GSK3A inh = -4.1

# Bioassay records: PubChem BioAssay, several laboratories

# Some of the compounds tested. The share of hits here may be higher or lower than overall.
